HEK293 viab: GF-AFC viability counterscreen for inhibitors of alpha-synuclein gene (SNCA) expression | actives 0.12% (n = 150,000) | Potency, µM (titrated, usually from 57.1 µM), for the others: at the top dose activity change, negative = cytotoxicity, actives largely listed as cytotoxic | HEK-293-SNCA-luc viability, GF-AFC fluorescence, 24 h;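 further: potency means the concentration at half of the fitted maximal effect; 0% = DMSO-treated cells and -100% = medium-only wells without cells; nearly all actives have a fitted effect of over 30% in size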
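Cytotoxicity counterscreen: after 24 h compound treatment of genome-edited SNCA-luciferase HEK-293 cells, live-cell protease substrate GF-AFC read by fluorescence after 30 min; activity scaled between DMSO (0%) and medium-only (-100%), curves Hill-fitted.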
IP6K1 inh: Primary qHTS assay for small molecule inhibitors of Inositol hexaphosphate kinase 1 (IP6K1); Inositol hexakisphosphate kinase 1 (Homo sapiens), Q92551; IP6K1 kinase, ADP-Glo luminescence, 2 h; hits give low values; activity change, % (series mostly up to about 58 µM); actives 0.81% (n = 140,000); AID 1645851, 2021; in the data active means activity change below about -25%
Target sequence (Q92551 whole entry, looked up): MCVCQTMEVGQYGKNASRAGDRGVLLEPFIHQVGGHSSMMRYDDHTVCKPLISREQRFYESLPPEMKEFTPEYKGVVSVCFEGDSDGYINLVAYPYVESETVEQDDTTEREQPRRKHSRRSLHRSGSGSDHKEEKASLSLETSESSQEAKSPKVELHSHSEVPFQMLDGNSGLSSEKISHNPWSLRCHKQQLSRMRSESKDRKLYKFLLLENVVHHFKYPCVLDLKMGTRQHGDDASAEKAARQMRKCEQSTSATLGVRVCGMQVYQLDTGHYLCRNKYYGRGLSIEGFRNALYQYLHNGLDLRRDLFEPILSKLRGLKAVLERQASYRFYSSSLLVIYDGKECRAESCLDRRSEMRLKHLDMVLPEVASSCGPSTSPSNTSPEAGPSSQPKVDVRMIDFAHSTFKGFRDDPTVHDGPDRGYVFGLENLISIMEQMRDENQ
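ADP-Glo luminescence measures ADP made by human IP6K1 during a 2 h RT reaction with ATP/IP6 (mix at 1.3 mM/130 uM); top library doses 57.5 and 19.1 uM final.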
SNCA expr inh: Primary qHTS assay for inhibitors of alpha-synuclein gene (SNCA) expression; actives 0.17% (n = 140,000); HEK-293 SNCA-luciferase knock-in, luminescence, 24 h; Potency, µM (titrated, usually from 57.2 µM), without a hit: top-dose activity change, negative = inhibition, actives largely listed as inhibitors;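 further: potency means the concentration at half of the fitted maximal effect; plate controls were DMSO cells for no effect and cell-free wells for full effect; nearly all actives have a fitted effect of over 45% in size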
HEK293 tox: Cytotoxic Profiling in HEK 293 Cell Line of Diverse Libraries Using Quantitative High-Throughput Screening. HEK 293 viability, ATP luminescence (CellTiter-Glo), 48-72 h. Potency, µM (highest dose often 115 µM), inactives show at the highest dose activity change, negative = cytotoxicity, actives largely listed as inhibitors. actives 6.6% (n = 94,000). AID 1345083, 2018; further: potency means the concentration at half of the fitted maximal effect; nearly all actives have a fitted effect of over 60% in size
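Cytotoxicity was scored by loss of ATP-coupled luminescence (CellTiter-Glo) in HEK 293 cells. Compound treatment ran 48 or 72 hr at 37 degree Celsius, 5% CO2, 95% humidity.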
FLuc inh: Firefly luciferase inhibition profiling of diverse chemical library using quantitative high-throughput screening; purified P. pyralis luciferase, luminescence, biochemical; actives 2.5% (n = 76,000); Luciferin 4-monooxygenase (Photinus pyralis), P08659; Potency, µM (highest dose often 115 µM), without a hit: top-dose activity change, negative = inhibition, most hits filed as inhibitors; further: potency means the concentration at half of the fitted maximal effect; nearly all actives have a fitted effect of over 65% in size
Target sequence (P08659 whole entry, looked up): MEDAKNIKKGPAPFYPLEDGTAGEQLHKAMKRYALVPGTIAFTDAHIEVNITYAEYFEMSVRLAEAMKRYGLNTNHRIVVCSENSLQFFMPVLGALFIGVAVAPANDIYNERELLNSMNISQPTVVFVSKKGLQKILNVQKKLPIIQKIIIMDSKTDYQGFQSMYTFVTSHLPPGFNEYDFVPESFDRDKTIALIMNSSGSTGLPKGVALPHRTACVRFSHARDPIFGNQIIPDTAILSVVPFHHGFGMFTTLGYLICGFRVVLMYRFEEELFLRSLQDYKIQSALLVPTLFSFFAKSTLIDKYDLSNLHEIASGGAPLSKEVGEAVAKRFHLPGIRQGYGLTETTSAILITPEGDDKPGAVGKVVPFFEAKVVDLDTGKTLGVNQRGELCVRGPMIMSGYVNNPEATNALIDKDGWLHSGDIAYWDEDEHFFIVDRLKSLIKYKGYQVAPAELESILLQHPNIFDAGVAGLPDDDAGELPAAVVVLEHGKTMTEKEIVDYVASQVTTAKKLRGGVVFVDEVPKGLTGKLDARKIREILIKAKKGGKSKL
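Purified 10nM P. pyralis luciferase with 10uM D-luciferin and 10uM ATP in 50mM Tris acetate pH 7.5, 10mM Mg acetate, 0.01% Tween-20, 0.05% BSA. qHTS titration; luminescence read by CCD imager.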
NIH3T3 tox: Cytotoxic Profiling in NIH 3T3 Cell Line of Diverse Libraries Using Quantitative High-Throughput Screening; AID 1345082, 2018; NIH 3T3 viability, CellTiter-Glo ATP luminescence, 48-72 h; Potency, µM (titrated, usually from 96.7 µM), without a hit: at the highest dose activity change, negative = cytotoxicity, hits mostly inhibitors; actives 4.3% (n = 94,000); further: potency means the concentration at half of the fitted maximal effect; nearly all actives have a fitted effect of over 55% in size
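ATP-dependent luminescence (CellTiter-Glo) served as the viability signal for NIH 3T3 cells treated with compound for 48 or 72 hr at 37 °C.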
GPT2 inhibitor: Primary qHTS assay for inhibitors of Glutamate pyruvate transaminase 2 (GPT2) | Recombinant GPT2, coupled pyruvate oxidase/HRP Amplex Red fluorescence | actives 0.25% (n = 100,000) | AID 1671188, 2021 | Potency, µM (highest dose often 57.7 µM), inactives show top-dose activity change, negative = inhibition, usual class: inhibitors | Alanine aminotransferase 2 (Homo sapiens), Q8TD30; further: potency means the concentration at half of the fitted maximal effect; nearly all actives have a fitted effect of over 60% in size; many of its hits are not listed in these tables
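GPT2 10ng/uL, a-KG 250uM, L-Ala 2mM, HEPES pH7.5 + 0.0001% Tween; 30 min RT. Then Amplex mix (PO/HRP/ThPP), 30 min RT dark, fluorescence. AOA 50uM used as positive control.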
* marks the source's active call; other numbers are inactive results; i = inactive; ? = inconclusive; / = not tested or not shown; [ ] = another dose, or the depositor's remark. Unless noted, the call rests on the fitted dose curve; in most records, active means well fitted curve in the direction sought with a large enough effect; inconclusive means small, poorly fitted or top-dose-only effect, or another doubt; inactive means no such curve, though single readings can be large; an effect the other way counts as inactive or inconclusive. Unless noted, on the % scale 0 is the no-effect control and ±100 the full control effect.

SMILES	HEK293 viab	IP6K1 inh	SNCA expr inh	HEK293 tox	FLuc inh	NIH3T3 tox	GPT2 inhibitor
O=C1CC2(CCN(Cc3ccccc3)CC2)Oc2ccccc2N1c1ccccc1	-3%	-4	-13%	?	-4%	-24%	3%
CCc1noc(-c2ccn3c(CNC(=O)c4ccccc4C)nnc3c2)n1	-15%	15	-25%	-20%	8%	3%	i
Cc1cccc(N2CCN(Cc3nnc(-c4cccc(Br)c4)o3)CC2)c1C	1%	-7	4%	/	/	/	/
N#Cc1ccc(C(=O)Nc2ccc3n(c2=O)C[C@H]2C[C@@H]3CN(C(=O)c3ccccn3)C2)cc1	2%	-12	1%	-1%	?	?	-18%
Cc1ccc(C)c(N2CCN(C(=O)c3cc4c(=O)oc5ccccc5c4s3)CC2)c1	-2%	49	24%	/	/	/	/
O=C(O)C[C@@H]1CCN(C(=O)c2ccco2)C[C@@H]1CC1=NCCc2ccccc21	-4%[87.6 µM]	11	13%[87.6 µM]	?	-6%[172 µM]	-7%[174 µM]	i
O=C(NC1CCN(c2ccnc3ccnn23)C1)C1CC1 (centres undefined)	11%[87.6 µM]	28	-9%[87.6 µM]	-22%[172 µM]	/	?	-10%[88.5 µM]
CCC(C)(C)C(=O)NCc1cc2c(nc1OC)CN(C1CCCC1)C2=O	-6%	-30*	-3%	-14%	8%	?	?
O=C(c1ccoc1)N1CC(F)(F)C[C@H]1c1nc(-c2ccncc2)no1	0%	0	-4%	i	0%	i	1%
CC(C)n1cnnc1C1CCCN1C(=O)Nc1ccccc1 (centres undefined)	-1%	7	50%[activator]	-13%	/	-26%	-18%
Cc1cc(=O)c2cc(C(=O)Nc3ccc(F)cc3)ccc2[nH]1	-10%	6	2%	/	/	/	/
CCN1CCC(N2C[C@@H](CO)[C@H](c3nc(C)no3)C2)CC1	8%	-3	2%	i	-4%	i	i
CCOC(=O)c1[nH]c(C)c(CCC(=O)NCc2ccc(OC)cc2)c1C	3%	6	23%	/	/	/	/
COCCNC(=O)[C@@H]1C[C@H](Oc2ccccc2)CN1C(=O)c1ccccn1	1%	0	3%	-1%	6%	i	3%
O=C(Nc1cc(-c2ccccn2)nn1-c1ccccc1)c1ccc(C(F)(F)F)cc1	5%	-8	-8%	?	/	?	i
CCCNC(=O)Cc1csc2nc(C)c(-c3cc(C)n(-c4ccccc4CC)n3)c(=O)n12	1%	5	-11%	?	-7%	-29%	i
O=C(NCc1nc2ccccc2c(=O)n1-c1ccc(F)cc1)Nc1ccc(Cl)c(C(F)(F)F)c1	-41%	-5	/	/	/	/	?
COc1cc(CCCO)ccc1O[C@@H]1O[C@H](CO)[C@@H](O)[C@H](O)[C@H]1O	-2%	-2	/	/	/	/	i
Cc1nc(C)c(C(=O)NCCc2ncc(C)n2C2CC2)s1	-7%	16	-16%	2%	/	-13%	2%
C=C1C[C@]23C[C@H]1CC[C@H]2[C@]1(C)CC[C@H](O)[C@@](C)(C(=O)O)[C@H]1[C@@H]3C(=O)O	2%	-3	/	/	/	/	-9%[27.3 µM]
O=c1c2sc3ccccc3c2n(Cc2cccc(Cl)c2)c(=O)n1Cc1ccc(F)cc1	-11%	22	23%	/	/	/	/
COc1ccc(-c2ccc(C(=O)NC3CCCC3)cc2)nn1	/	4	/	?	/	-17%[138 µM]	/
NC1CCc2nn(CC(=O)N(Cc3cccs3)C3CCCC3)c(=O)n2CC1 (centres undefined)	3%	2	-27%	-2%	7%	-7%	i
COc1ccc(C(=O)N[C@@H]2CCC[C@@H]2C(=O)NCCCn2cccn2)cn1	-7%	2	-6%	i	-8%	-5%	i
COc1ccc(-n2c(=O)c3c(c4cc(OC)ccc4n3C)n(Cc3cccc(OC)c3)c2=O)cc1	9%	22	50%	/	/	/	/

Other structures:
SMILES	HEK293 viab	IP6K1 inh	SNCA expr inh	HEK293 tox	FLuc inh	NIH3T3 tox	GPT2 inhibitor
Cc1nc(CN2CCN(c3cc(C4CC(O)C4)nc(N)n3)CC2)cs1 (centres undefined)	-3%	8	-17%	-10%	8%	-12%	2%
OCC1(CN2CCCC2)CCN(Cc2ccc(Cl)cc2)CC1	2%	17	-7%	?	14%	?	3%
Cc1ccc(C(=O)NC2CCN(c3ccc4nnc(C)n4n3)CC2)cc1	/	-4	/	i	/	-14%	/
CN1N=C(C(N)=O)CCC1=O	-6%[23.9 µM]	-7	-12%[25.6 µM]	/	/	/	0%
COc1cc(C(=O)N2[C@@H]3CC[C@H]2CC(NC(=O)c2ccncc2)C3)cc(OC)c1OC (some centres undefined)	2%	7	-8%	i	-1%	-18%	-16%
CC1=C(C(=O)OC(C)C)C(c2ccccc2Cl)N2C(CC(=O)N3CCCC3)=CSC2=N1 (centres undefined)	-27%	0	-31%	?	-3%	-14%	i
CNC(=O)c1cc(C2CC2)nc2c1c(C1CCCN1C(=O)c1ccc(C(F)(F)F)cc1)nn2C (centres undefined)	/	-1	/	-24%	/	-34%	/
CCc1ccc(N2CC(c3noc(-c4ccc(C)nc4)n3)CC2=O)cc1 (centres undefined)	5%	-5	-30%	?	-15%	?	i
Cc1ncsc1CN1C(=O)CO[C@H](c2ccc(NC(=O)c3ccccc3)cc2)[C@H]1CO	12%	5	9%	-28%	-19%	-23%	4%
CCc1ccccc1NC(=O)Cn1c(=O)n(C(C)C)c(=O)c2oc3ccccc3c21	-10%	8	-8%	/	/	/	/
CCOCCCNC(=O)[C@H]1CCC[C@H]1NC(=O)c1ccncc1	-9%	22	-18%	-1%	-8%	i	i
COc1ccc(C)cc1NC(=O)C1CC(=O)N(c2n[nH]c3cc(Br)ccc23)C1 (centres undefined)	-8%	-16	-14%	45µM*	9%	?	i
Cc1cccc(C(=O)N2CCC3(CC2)CC2C(=O)NCCN2C3)c1 (centres undefined)	15%	27	2%	1%	/	-14%	i
COc1ccc(C(=O)NCCc2noc(-c3cccnc3)n2)cn1	-18%[12.5 µM]	39	2%	-17%	1%	-9%	i
Cc1ccc(OCC(=O)Nc2ccccc2C(=O)OCc2cc(=O)n3ccsc3n2)cc1C	-18%	6	6%	/	/	/	/
NC(=O)NCCC(=O)N1CCc2onc(C(c3ccccc3)c3ccccc3)c2C1	-12%	-15	?	-22%	-2%	?	2%
CCOC(=O)C1CC1CN1CCCCC12Cc1ccccc1CNC2=O (centres undefined)	10%	-3	-16%	-10%	/	-5%	2%
COc1ccccc1C(=O)Nc1cccc(C(=O)OCc2cc(=O)n3nc(C)sc3n2)c1	-5%	-1	5%	/	/	/	/
Cc1cccc(C(=O)N2CCC(N3C(=O)C4(CCCCC4)C3c3ccncc3)CC2)c1 (centres undefined)	1%[12.5 µM]	-7	15%	-3%	0%	0%	i
CCOc1cc(=O)n2c(c1C(=O)N1CCN(c3ccc(F)cc3)CC1)CCCCC2	0%	-7	?	2%	7%	i	2%
COc1ccc(N2CCN(Cc3nnc(-c4cccc(Br)c4)o3)CC2)cc1	-1%	-7	-6%	/	/	/	/
COc1ccc(CNC(=O)[C@H]2CCC[C@H]2NC(=O)c2ccc(OC)cc2)cc1	?	18	-14%	-1%	2%	-19%	2%
O=C(O)C1=NOC2CN(Cc3coc(-c4ccccc4)n3)CC12 (centres undefined)	1%	24	4%	1%	/	-3%	?
CC(C)(C)C(=O)NC1CCN(C(=O)c2ccc(-c3cncnc3)cc2)CC1	4%[12.5 µM]	-6	4%	-20%	/	-22%	i
CC(C)CCNC(=O)c1cnc2c(c1)N([S+](=O)([O-])c1cccnc1)CCC2	0%[87.6 µM]	0	4%[87.6 µM]	0%[172 µM]	7%[172 µM]	?	-6%[88.5 µM]

The results go on:
SMILES	HEK293 viab	IP6K1 inh	SNCA expr inh	HEK293 tox	FLuc inh	NIH3T3 tox	GPT2 inhibitor
Cc1cc(C)cc(-n2ccnc2SCC(=O)Nc2ccc3c(c2)OCO3)c1	-6%	-19	-1%	/	/	/	/
CC(C)CCN(C(=O)Nc1ccccc1)C(C)c1cccs1 (centres undefined)	-8%	-3	38%[activator]	/	/	/	/
C=CCN1C[C@@H]2C[C@@H](C(=O)NC)N(C(=O)CC(C)(C)C)c3cccc(c32)[S+]1(=O)[O-]	-1%[23.9 µM]	8	-12%[25.6 µM]	-12%[57.5 µM]	/	?	-18%[27.3 µM]
COc1ccc(Cn2c(=O)c(C(=O)N3CCN(C(=O)Cc4ccc(F)cc4)CC3)nc3cccnc32)cc1	-13%[12.5 µM]	-1	8%	?	/	-23%	-16%
COc1ccc(NC(=O)Cn2c(N3CCc4ccccc4C3)nc(C)cc2=O)cc1Cl	-7%	15	?	40µM*	-3%	35µM*	i
CCCCCCOc1ccc(C2C(=O)N(C3CCCCC3)CC(=O)N2CCC)cc1 (centres undefined)	3%	7	0%	/	/	/	/
CCCCOC(=O)CSc1ncnc2sc3c(c12)CCC(C)C3 (centres undefined)	2%	3	-7%	/	/	/	/
COc1ccccc1-c1ccc(C(=O)N2CCC(C(=O)N3CCOCC3)CC2)cc1	-28%[12.5 µM]	-6	-1%	i	/	i	-7%
CC(CNC(=O)c1ccc(CSc2nc3ccncc3n2Cc2cccc(F)c2)cc1)c1ccccc1 (centres undefined)	-13%	-12	?	/	/	/	/
O=C(Nc1nc2c(s1)CCC2)C1CC(=O)N(c2n[nH]c3cc(Br)ccc23)C1 (centres undefined)	?	-2	10%	?	0%	18µM*	i

Screening data deposited in PubChem by National Center for Advancing Translational Sciences (NCATS).

The order is random (roughly 7.8% active in at least one column).
